Source: PubChem BioAssay
SW480 rerep: inducers of DNA re-replication in SW480 colon cancer cells. Potency, µM (highest dose often 46.1 µM), for inactives: at the highest dose re-replication activation, actives largely listed as activators. actives 1.8% (n = 340,000). SW480 DNA re-replication, Hoechst DNA content imaging, 48 h; also: potency is read from the fitted curve at half-maximal effect; % of control where 0% means no effect; nearly all actives have a fitted effect of over 55% in size
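Quantitative HTS format with DMSO vehicle controls; 48 hr drug incubation at 37 C, then 40 min Hoechst staining and scanning imager measurement at 405 nm excitation.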
KB-3-1 tox: kills parental KB-3-1 adenocarcinoma cells. actives 1.4% (n = 400,000). Potency, µM (series often up to 46.1 µM), without a hit: top-dose activity change, negative = cytotoxic, actives largely listed as cytotoxic. KB-3-1 viability, CellTiter-Glo ATP luminescence, 72 h; also: potency is read from the fitted curve at half-maximal effect; % is scaled to controls: 0 for no effect and ±100 for the full control effect; nearly all actives have a fitted effect of over 60% in size
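KB-3-1 parental drug-naive adenocarcinoma cells in DMEM/10% FBS, incubated 72 h at 37 C with pin-transferred compounds across a concentration series. Viability by CellTiter-Glo luminescence; concentration-response curves fitted after normalization.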
IL-1B inflam inh: inhibitors of inflammasome signaling (IL-1 beta secretion) | THP-1 LPS/ATP IL-1B secretion, AlphaLISA, 16 h; active compounds read low | activity change, % at 57.5 µM | actives 4.7% (n = 360,000) | AID 743279; in the data active = activity change below about -50%; inconclusive = mostly about -30% to -49%; also: % is scaled to controls: 0 for no effect and ±100 for the full control effect
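THP-1 cells pretreated 1 hr with compounds (up to 57.5 uM final), then stimulated with LPS (250 ng/mL final) plus ATP (1.25 mM final); secreted IL-1B measured by AlphaLISA after 16 hr, decreased signal indicating inhibition.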
KB-V1 cytotox: kills drug-selected multidrug resistant KB-V1 cells; KB-V1 MDR cells viability, CellTiter-Glo, 72 h; Potency, µM (doses to about 46.1 µM), for inactives: at the top dose activity change, negative = cytotoxicity, hits mostly cytotoxic; actives 3.4% (n = 400,000); AID 1347076; also: potency is read from the fitted curve at half-maximal effect; % is scaled to controls: 0 for no effect and ±100 for the full control effect; nearly all actives have a fitted effect of over 60% in size
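Readout: CellTiter-Glo luminescence, 10 min after addition. Cells: KB-V1 MDR subline, 72 h at 37 degrees C with compound. Analysis: corrected, normalized data fitted to concentration-effect curves.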
ATXN2 expr inh: ATXN2 expression inhibition | AID 1745845 | Potency, µM (highest dose often 57 µM), inactives show at the highest dose activity change, negative = inhibition, usual class: inhibitors | actives 0.72% (n = 360,000) | HEK-293 ATXN2-luciferase reporter, luminescence, 24 h; also: potency is read from the fitted curve at half-maximal effect; % is scaled to controls: 0 for no effect and ±100 for the full control effect; nearly all actives have a fitted effect of over 55% in size
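qHTS (up to 57 uM final) was run with 24 h compound exposure of reporter cells at 37 °C. Each well was multiplexed: SteadyGlo luminescence measured ATXN2-luciferase expression after a fluorogenic Gly-Phe-AFC viability readout (25 uM final).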
HT1080-NT tox: kills 2HG-producing HT-1080-NT fibrosarcoma cells | HT-1080-NT fibrosarcoma viability, CellTiter-Glo ATP luminescence, 48 h | Potency, µM (highest dose often 46.1 µM), inactives show at the top dose activity, negative = less viability, actives largely listed as cytotoxic | actives 1.6% (n = 360,000) | AID 686970;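 also: NT is the 2HG producing partner of a matched IDH1 knockdown line; potency is read from the fitted curve at half-maximal effect; 0% = DMSO-treated cells and -100% = media-only wells without cells; nearly all actives have a fitted effect of over 55% in size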
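Read-out is CellTiter-Glo luminescence after 10 minutes at room temperature, following 48 hours' compound treatment of HT-1080-NT cells (750 cells/well, RPMI, 5% FBS, 37 degrees C).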
WRN inhibitor: inhibitors of human WRN helicase; Q14191; WRN helicase unwinding, fluorescent forked duplex, kinetic; Potency, µM (highest dose often 114 µM), for the others: top-dose activity change, negative = inhibition, actives largely listed as inhibitors; actives 0.46% (n = 360,000); AID 651768; also: potency is read from the fitted curve at half-maximal effect; % is scaled to controls: 0 for no effect and ±100 for the full control effect; nearly all actives have a fitted effect of over 55% in size
Target sequence (Q14191 whole entry, looked up): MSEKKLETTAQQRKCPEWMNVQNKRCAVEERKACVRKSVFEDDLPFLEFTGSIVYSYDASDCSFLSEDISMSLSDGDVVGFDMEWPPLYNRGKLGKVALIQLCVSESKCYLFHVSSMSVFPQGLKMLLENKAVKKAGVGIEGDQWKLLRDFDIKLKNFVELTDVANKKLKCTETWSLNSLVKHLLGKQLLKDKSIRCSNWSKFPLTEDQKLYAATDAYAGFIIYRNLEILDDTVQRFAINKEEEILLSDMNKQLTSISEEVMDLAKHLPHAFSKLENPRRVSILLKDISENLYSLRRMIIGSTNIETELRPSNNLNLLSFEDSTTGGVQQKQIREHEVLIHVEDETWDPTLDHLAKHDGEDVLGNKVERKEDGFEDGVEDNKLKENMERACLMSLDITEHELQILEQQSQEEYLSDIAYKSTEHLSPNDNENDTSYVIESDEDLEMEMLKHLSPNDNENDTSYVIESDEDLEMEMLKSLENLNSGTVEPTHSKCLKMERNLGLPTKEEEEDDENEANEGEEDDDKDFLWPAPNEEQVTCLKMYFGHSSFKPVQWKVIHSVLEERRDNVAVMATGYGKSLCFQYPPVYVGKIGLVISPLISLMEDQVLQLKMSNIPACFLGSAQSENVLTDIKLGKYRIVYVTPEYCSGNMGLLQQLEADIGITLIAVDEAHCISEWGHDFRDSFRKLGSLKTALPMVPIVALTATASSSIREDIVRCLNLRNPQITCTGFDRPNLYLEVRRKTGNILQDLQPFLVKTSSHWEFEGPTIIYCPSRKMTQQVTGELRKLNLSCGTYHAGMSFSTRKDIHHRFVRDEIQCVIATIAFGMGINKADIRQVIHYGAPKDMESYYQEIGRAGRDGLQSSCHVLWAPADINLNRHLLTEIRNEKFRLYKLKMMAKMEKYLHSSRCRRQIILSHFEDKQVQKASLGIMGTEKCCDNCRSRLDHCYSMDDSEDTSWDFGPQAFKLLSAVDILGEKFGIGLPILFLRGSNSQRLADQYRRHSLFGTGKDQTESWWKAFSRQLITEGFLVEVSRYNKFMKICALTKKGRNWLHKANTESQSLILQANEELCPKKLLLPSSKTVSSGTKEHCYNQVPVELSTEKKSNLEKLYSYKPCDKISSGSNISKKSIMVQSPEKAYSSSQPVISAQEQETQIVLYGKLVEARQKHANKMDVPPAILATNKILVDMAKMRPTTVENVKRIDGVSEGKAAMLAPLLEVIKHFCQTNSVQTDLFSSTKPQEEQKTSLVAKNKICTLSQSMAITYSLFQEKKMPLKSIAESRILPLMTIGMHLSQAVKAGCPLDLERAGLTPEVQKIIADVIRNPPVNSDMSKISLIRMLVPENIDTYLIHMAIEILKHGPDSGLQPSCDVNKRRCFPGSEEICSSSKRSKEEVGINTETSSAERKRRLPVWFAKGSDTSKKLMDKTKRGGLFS
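Kinetic fluorescence helicase assay: unwinding of a quenched forked DNA duplex (100 nM final) with 2 mM ATP final raises red fluorescence (525/598 nm). Compounds sat 15 min at room temperature with 20 nM WRN beforehand.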
MCF10A rereplic: induces DNA re-replication in MCF 10a normal breast cells; MCF 10A DNA re-replication, Hoechst nuclear intensity, 48 h; Potency, µM (titrated, usually from 46.1 µM), inactives show top-dose activity, positive = re-replication, actives largely listed as activators; actives 2.9% (n = 350,000); also: potency is read from the fitted curve at half-maximal effect; % of control where 0% means no effect; nearly all actives have a fitted effect of over 50% in size
HT1080 IDH1KD tx: HT-1080 IDH1 knockdown cell toxicity (counter line). HT-1080 IDH1 knockdown viability, ATP luminescence, 48 h. Potency, µM (highest dose often 46.1 µM), inactives show top-dose activity, negative = toxicity, actives largely listed as cytotoxic. actives 2% (n = 360,000);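 also: potency is read from the fitted curve at half-maximal effect; 0% = DMSO wells and -100% = cell-free medium wells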
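Assay cells: HT-1080 with IDH1 knockdown, 750 per well, RPMI/5% FBS. Exposure: 48 h at 37 °C following 2 h pre-incubation. Read: CellTiter-Glo luminescence; fitted concentration-response, curve class assigned.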
* marks the source's active call; other numbers are inactive results; u = inconclusive; x = no result given; [ ] = another dose, or the depositor's remark. Unless noted, calls follow the shape of the dose curve; as a rule, active = well fitted curve in the direction sought with a large enough effect; inconclusive = small, poorly fitted or top-dose-only effect, or another doubt; inactive = no such curve, though single readings can be large; an effect the other way counts as inactive or inconclusive.

Below each compound – SW480 rerep, KB-3-1 tox, IL-1B inflam inh, KB-V1 cytotox, ATXN2 expr inh, HT1080-NT tox, WRN inhibitor, MCF10A rereplic, HT1080 IDH1KD tx
1) CNc1cccc(-c2ccccc2CO)n1
  x, 0%, 0, -3%, 10%, 18%, 8%, x, 22%
2) CC(C)C(=O)Nc1nnc(COc2ccc(Cl)cc2)s1
  0%, 3%, 0, u, x, 15%, -1%, 0%, 6%
3) CCC(=O)Nc1cccc(C2=NOC3(C2)C[C@H](C(N)=O)N(C(=O)Cc2ccc([N+](=O)[O-])cc2)C3)c1 (some centres not stated)
  3%, -2%, 13, 0%, 9%, 10%, 3%, -17%, 8%
4) CCCCc1ccc(NC(=O)C2CCN(S(C)(=O)=O)CC2)cc1
  u, -17%, -1, u, -13%, -20%, -8%, 14%, -27%
5) O=C(O)CCn1cc(-c2ccc(Cl)cc2)nc1-c1ccncc1
  -11%, 0%, 33, -2%, 0%, 2%, 1%, u, 2%
6) Cc1c(Cl)cccc1NC(=O)CCN1CCCCC1
  -5%, 5%, 43, 0%, u, 11%, 2%, -2%, 6%
7) CC(=O)NN1C(=O)c2ccccc2NC1c1ccco1 (configuration not stated)
  u, -2%, 3, 14%, -7%, 3%, -5%, -14%, 4%
8) Cc1ccc2c(c1)c1ncn(Cc3ccc(F)cc3)c(=O)c1n2C
  -13%, 1%, 24, u, x, 5%, -2%, 8%, 7%
9) CC1CCC(NC(=O)CCCn2sc3ccccc3c2=O)CC1 (configuration not stated)
  0%, 1%, 14, -26%, 24%, 0%, 7%, 1%, -6%
10) Oc1ccccc1C1CCCCC1c1ccccc1 (configuration not stated)
  13%, -12%, 0, -2%, u, -29%, -8%, -4%, u
11) Fc1ccc(-c2cc(C(F)(F)F)nc(-n3cc(Cl)cn3)n2)cc1
  -12%, 5%, -25, u, x, 10%, -4%, -3%, 14%
12) CCC(CC)C(=O)c1c[nH]c(C(=O)NC2CCCCCC2)c1
  u, -7%, -66*, -7%, 10%, -1%, -3%, 2%, -2%
13) CN(C(=O)c1ccc2c(c1)OCO2)C1CCS(=O)(=O)C1 (configuration not stated)
  1%, 14%, 6, u, 5%, 6%, -25%, 2%, 3%
14) O=c1[nH]n(Cc2ccccc2)c(=O)c2ccccc12
  -1%, -3%, 17, -20%, 67%[activator], 4%, -13%, -5%, u
15) O=C(CN1CCCc2ccccc21)NC(=O)NCc1ccccc1
  0%, 0%, 8, 0%, -1%, -7%, 0%, 11%, -11%
16) CC12CCC3c4ccccc4CCC3(CO1)C2 (configuration not stated)
  x, 40%, 0, 6%, x, 7%, -5%, x, 0%
17) CC(=O)N1CCc2c(sc3c2c(=O)n(-c2ccccc2)c(=O)n3Cc2ccccc2Cl)C1
  -2%, 13%, 42, 3%, 1%, -2%, -4%, 5%, 0%
18) Cc1nn(CC(=O)N2CCN(c3ccccc3)CC2)c(C)c1[N+](=O)[O-]
  -3%, -12%, -17, 1%, 1%, -8%, 1%, 2%, 22%
19) COc1ccccc1-n1c(CNC(=O)c2ccco2)n[nH]c1=S
  -2%, 4%, 22, u, 5%, 4%, 10%, 1%, 1%
20) COc1ccc(C)cc1NC(=O)CSc1ccc(-c2sc(C)nc2C)nn1
  -2%, u, u, -22%, -12%, -1%, 0%, 28%, -13%
21) CC(=O)CSc1nnc(Cc2ccc3c(c2)OCO3)o1
  2%, 6%, 8, -1%, 9%, -8%, -1%, 4%, 1%
22) COc1ccc(N(CC(=O)NCc2cccs2)S(=O)(=O)c2c(C)nn(C)c2C)cc1
  -2%, 12%, 1, -2%, -1%, -5%, 2%, -9%, 15%
23) Cc1cc(NCCCn2ccnc2)n2nc(C)c(-c3ccc(Cl)cc3)c2n1
  3%, u, -60*, 23µM*, u, -26%[9.24 µM], -8%, 21%, 11µM*
24) COc1ccc(OC)c2[nH]c(=O)c(CCNC(=O)c3cc4ccccc4o3)cc12
  8%, 3%, -22, -9%, -20%, 0%, 4%, 3%, 3%
25) CCc1nc2ccccc2nc1N1CCN(S(=O)(=O)c2c(C)cc(Cl)cc2C)CC1
  2%, -6%, 78, -10%, x, 6%, -5%, 8%, 1%
26) Cc1cc(C(F)(F)F)nn1CC(=O)N1CCOCC1
  -2%, 8%, 12, -3%, -4%, -4%, -1%, 15%, 5%
27) O=S(=O)(c1ccccc1F)N1CCN(CCOc2ccccc2)CC1
  -11%, -18%, 12, 0%, x, 0%, 7%, -20%, 1%
28) Cc1nn(-c2ccccc2)c(Cl)c1/C=N/NC(=O)c1ccnn1C
  -5%, 2%, 3, 20%, x, -4%, 3%, 1%, -20%
29) CC1=NC(C)(C)Cc2c(C)cccc21
  -3%, 17%, 44, 6%, -4%, 2%, 5%, 2%, 2%
30) O=C(O)c1ccc(CNC(=O)c2ccccc2NC(=O)c2ccc([N+](=O)[O-])cc2)cc1
  -2%, 10%, 18, 1%, -21%, 3%, 7%[57.1 µM], 7%, 0%
31) N#Cc1ccc(C(CC(=O)O)N2Cc3ccccc3C2=O)cc1 (configuration not stated)
  -14%, 2%, -7, -6%, x, 1%, 0%, -15%, 6%
32) Cc1ccc(CSc2nnc(CNc3ccc(F)cc3)o2)cc1
  11%, -7%, -12, 1%, 1%, -17%, -14%, -3%, -13%
33) NC(=O)c1ccc(NC(=O)COC(=O)C(Cc2ccccc2)NC(=O)c2ccccc2)cc1 (configuration not stated)
  -125%[inhibitor], 15%, 11, 7%, 0%, 4%, -6%, -9%, 2%
34) COc1ccc([C@H]2CC(=O)C=C(c3ccc(F)cc3OCc3ccccc3)C2)cc1
  12%, 0%, -15, 0%, -13%, 0%, 0%, 85%, 2%
35) Cc1ccccc1C(=O)Nc1c(C(=O)N(CCN(C)C)Cc2ccco2)oc2ccccc12
  12%, -1%, 0, 7%, -4%, -18%, 1%, -4%, u
36) O=C(CCc1nnc2ccc(N3CCC4(CC3)OCCO4)nn12)NCc1ccc(F)cc1
  -14%, 0%, 9, 21%, x, -1%, 0%, 1%, 0%
37) O=C(CC1SC(N2CCCCC2)=NC1=O)Nc1ccc(C(=O)Nc2ccccc2)cc1 (configuration not stated)
  3%, -1%, -2, 12%, 4%, -3%, 2%, 1%, 0%
38) CCCCCn1c(CNC(=O)COC)nc2ccccc21
  2%, -9%, -21, -6%, -3%, -3%, -2%, -1%, -6%
39) Cc1ccccc1NC(=O)NNC(=O)c1ccc2ccccc2c1
  1%, 15%, -11, 12%, 9%, 8%, 2%, 0%, 9%
40) Cc1ccccc1C(=O)N/N=C/c1ccsc1C
  2%, 22%, 7, -1%, 6%, 7%, -11%[57.1 µM], -2%, 4%
41) O=C(NC(Cc1ccccc1)C(=O)N1CCN(c2ccccc2O)CC1)c1ccccc1 (configuration not stated)
  -396%[inhibitor], -4%, -8, -18%, 1%, -27%, 0%, u, -18%
42) Clc1nnc(NN=C2CCCC2)c2ccccc12
  -233%[inhibitor], 10%, 10, 6%, 10%, 0%, 0%, u, -5%
43) CN1C(=O)c2ccccc2Sc2ccc(NC(=O)NC3CC3)cc21
  -3%, 0%, -1, -3%, 3%, -8%, 4%, -1%, -2%
44) O=C(NCC1CCCCC1)c1cccnc1Cl
  -14%, 0%, 6, 16%, 20%, 11%, 7%, -2%, 18%
45) CCn1c(SCC(=O)c2ccc3ccccc3c2)nnc1-c1cccs1
  0%, 0%, -18, -17%, -11%, -2%, -7%, 0%, 1%
46) CN(C)C(=O)COC(=O)[C@H](Cc1ccccc1)NC(=O)c1ccco1
  -2%, 3%, 3, 2%, 0%, u, 8%, 3%, 13%
47) CCOc1ccc(C(=O)Nc2c3c(nn2-c2cccc(C)c2C)CS(=O)C3)cc1 (configuration not stated)
  0%, 18%, -29, 4%, -8%, 8%, 8%, -3%, -1%
48) COc1cc2c(cc1OC)-c1nnc(-c3cccs3)n1C1(CCCC1)C2
  -3%, 0%, 2, u, -9%, 0%, -32%[57.1 µM], -12%, 0%
49) O=C(Nc1nc(-c2ccc(-c3ccccc3)cc2)cs1)C1CCCO1 (configuration not stated)
  u, -28%, u, u, 13%, -12%, -2%, 1%, u
50) COc1ccccc1OC(=O)c1cc2ccccc2oc1=O
  -2%, 12%, -10, u, 4%, 10%, 3%, 3%, 2%
51) C[C@@H]1CN([C@@H](C)CO)C(=O)c2cc(NC(=O)Nc3ccc4c(c3)OCO4)ccc2O[C@H]1CN(C)S(=O)(=O)c1ccc(F)cc1
  u, 3%, -11, 21%, 2%, 3%, 3%, -39%[inhibitor], -4%
52) CCCCn1c(N)c(N(CCOC)C(=O)CN(C)S(=O)(=O)c2ccc(Cl)cc2)c(=O)[nH]c1=O
  -1%, 2%, 12, 3%, 1%, 16%, -15%, 2%, 11%
53) CCOC(=O)C1(CCOc2ccccc2)CCN(C(=O)c2cncs2)CC1
  -4%, -12%, -28, u, -8%, 0%, 1%, 5%, 1%
54) c1ccc(CN(Cc2ccco2)C(c2ccncc2)c2nnnn2C2CCCC2)cc1 (configuration not stated)
  0%, -1%, 2, u, -25%, 6%, u, -4%, 9%
55) COc1cc(O)cc2cc3c(c(O)c12)C(=O)CC(C)(O)O3 (configuration not stated)
  u, 0%, u, -17%, 33%[activator], 0%, -7%[11.6 µM], 5%, -2%
56) Cn1c(SCC(=O)Nc2ccc3[nH]c(=O)[nH]c3c2)nnc1-c1ccccc1
  -8%, x, 2, x, 2%, -6%, -10%, -4%, 14%
57) N#Cc1ccccc1NC(=O)COC(=O)CN1C(=O)C2CCCCC2C1=O (configuration not stated)
  -1%, u, 1, u, -6%, 19%, 2%, -53%[inhibitor], 21%

As entered above.
Reading for `CC(C)C(=O)Nc1nnc(COc2ccc(Cl)cc2)s1` in KB-3-1 tox: 3%
Reading for `COc1ccccc1OC(=O)c1cc2ccccc2oc1=O` in WRN inhibitor: 3%
